Myeloid diff MLP: induction of myeloid progenitor differentiation, primary screen, cell-based, flow cytometry, MLPCN library; AID 624256, 2012; actives 1% (n = 360,000); ER-HoxA9 myeloid progenitors, lysozyme-GFP differentiation; calls only at 10 µM;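 active = normalized GFP-positive differentiation at or above the plate's own cutoff, the solvent-only control mean plus 3 SD; inconclusive = no clear call, values can overlap the other calls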;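 note: cells exposed to compound for four days before flow analysis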
GPR55 antagonists: GPR55 antagonists blocking LPI-driven arrestin recruitment, primary screen, imaging, U2OS, beta-arrestin-GFP, LPI agonist (AID 2013); U2OS GPR55 beta-arrestin-GFP translocation imaging, LPI antagonism; higher % means a stronger effect; one-dose inhibition, % at 10 µM; IC50 in µM for titrated hits; actives 0.13% (n = 290,000);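 active = spots per cell inhibited over 60%, with over 100 cells counted and total cytoplasm intensity under 500,000; inconclusive = wells with under 100 cells, flagged as likely toxic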;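 note: U2OS cells stably carrying GPR55 and arrestin-GFP stimulated by 5 µM LPI near EC80; imaged beta-arrestin-GFP aggregate spots per cell after agonist stimulation; plate controls were LPI-stimulated DMSO wells for no effect and DMSO wells without LPI for full effect; some results filed as inactive read as strong as hits; confirmed hits need IC50 under 10 µM and bright autofluorescent wells are also inconclusive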
NOD1 inhibition: NOD1 signaling inhibitors, primary screen, cell-based, luminescence, uHTS (AID 1578) | NOD1-driven NF-kB luciferase reporter cells, luminescence; higher % means a stronger effect | inhibition, % at 4 µM; hits with a dose series show EC50 in µM | actives 1% (n = 290,000); in the data active = inhibition mostly above about 36%, no sharp cut-off; inactive = mostly below about 34%;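 note: HEK-293T reporter cells stimulated with the NOD1 agonist gamma-tri-DAP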
KOR beta-arrestin-1: KOR antagonists, beta-arrestin recruitment, cell-based, luminescence, uHTS (AID 1778); Kappa-type opioid receptor (Homo sapiens); KOR beta-arrestin recruitment, luminescence, antagonist mode; higher % means a stronger effect; inhibition, % at 10 µM, or IC50 in µM where a hit was titrated; actives 0.091% (n = 290,000); note: strong numbers were not always called active
NTR1 agonist: agonists of NTR1, primary screen, imaging, U2OS cells, beta-arrestin-GFP, high content (AID 493036); activation, % at 20 µM; actives 0.17% (n = 330,000); NTR1-U2OS beta-arrestin-GFP spot imaging, agonist mode; Neurotensin receptor type 1 (Homo sapiens), P30989;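 active = activation at or above 40% of the spot to cytoplasm intensity ratio, with at least 20 cells analyzed; inconclusive = wells under 20 cells, flagged as cytotoxic or low count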;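 note: 0% = DMSO without peptide and 100% = 100 nM NTR1 peptide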
Target sequence (P30989 whole entry, looked up): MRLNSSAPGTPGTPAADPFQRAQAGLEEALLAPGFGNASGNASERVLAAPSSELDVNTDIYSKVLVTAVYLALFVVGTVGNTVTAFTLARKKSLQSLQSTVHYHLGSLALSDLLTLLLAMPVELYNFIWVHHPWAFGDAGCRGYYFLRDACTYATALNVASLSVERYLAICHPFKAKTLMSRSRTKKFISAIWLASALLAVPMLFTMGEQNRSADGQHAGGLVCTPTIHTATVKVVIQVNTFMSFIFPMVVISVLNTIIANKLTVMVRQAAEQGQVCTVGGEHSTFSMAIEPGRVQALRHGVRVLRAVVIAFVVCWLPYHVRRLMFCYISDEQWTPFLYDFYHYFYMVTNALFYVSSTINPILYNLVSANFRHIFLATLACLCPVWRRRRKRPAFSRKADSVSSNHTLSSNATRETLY
HEK293 NOD2/NF-kB: NOD2 signaling inhibitors, cell-based, luminescence, uHTS, HEK293 (AID 1566) | HEK293 NOD2/NF-kB luciferase reporter, luminescence; higher % means a stronger effect | inhibition, % at 4 µM, or EC50 in µM where a hit was titrated | actives 0.63% (n = 290,000); note: many of its hits are not listed in these tables
T cell modulator: modulators of CD8 T cell-vesicle binding, primary screen, mouse 2C CD8+ T cells, flow cytometry | calls only at 7 µM | 2C CD8+ T cell-vesicle binding; stronger effect = lower value | actives 0.068% (n = 330,000);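 active = response, share of CD8 T cells binding vesicles, and their 90th percentile fluorescence all below set limits, cut at about 80% in these data, passing the limit was not always enough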
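System: murine 2C transgenic CD8+ T lymphocytes; also added: QL9-loaded Drosophila micro-vesicles; times: binding 1.5 h at 37 °C; measured by: flow cytometry, PE anti-B7-1 (FL2) versus Alexa647 anti-CD8 (FL8), PFA-fixed; control set: Peptide-free naked vesicles (low) and QL9 vesicles with 0.7% DMSO vehicle (high)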
KOR beta-arrestin-2: KOR agonists, beta-arrestin recruitment, primary screen, cell-based, luminescence, uHTS (AID 1777). Kappa-type opioid receptor (Homo sapiens). actives 0.02% (n = 280,000). KOR beta-arrestin recruitment, luminescence; higher % means a stronger effect. activation, % at 10 µM; hits with a dose series show EC50 in µM; in the data active = activation above about 50%, passing the limit was not always enough; note: a part of the inactive calls stands beside numbers as strong as those of hits
GPR55 beta-arrestin: GPR55 agonists via beta-arrestin recruitment, primary screen, imaging, U2OS cells, beta-arrestin-GFP redistribution (AID 1961); one-dose activation, % at 10 µM; EC50 in µM for titrated hits; U2OS GPR55 beta-arrestin-GFP redistribution imaging; higher % means a stronger effect; actives 0.048% (n = 290,000);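 active = activation above 40% with more than 50 cells counted in the well; inconclusive = wells holding fewer than 50 cells, flagged as toxic or sparse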;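 note: U2OS osteosarcoma cells stably expressing GPR55 and beta-arrestin-GFP; plate controls were DMSO negative control for no effect and LPI positive control for full effect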
T cell modulator vesicle-bound %: recorded beside T cell modulator, whose call it bears; double positive events, %; measured here: CD8+ vesicle-bound cell fraction;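 binding gate set so that unloaded-vesicle control wells show 10% double positive cells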
NTR1 agonist cell count 20 µM: also measured in NTR1 agonist; calls as there; cell count; measured here: cell count, cytotoxicity flag
Myeloid diff MLP GFP+ MAC1+ %: also measured in Myeloid diff MLP; calls as there; GFP+ MAC1+ double positive, %; measured here: differentiation confirmed by MAC1 staining
The depositor's hits bear a star; i = inactive; u = inconclusive; x = no result given; + = active, no number; & = joins results of further samples; [ ] = another dose, or the depositor's remark. Cut-off read from the data, not from the text of the source, unless noted: active = inhibition above about 50%; inactive = the rest. This is a subset; the hit share may differ from the screen's.

SMILES | Myeloid diff MLP | Myeloid diff MLP GFP+ MAC1+ % | GPR55 antagonists | NOD1 inhibition | KOR beta-arrestin-1 | NTR1 agonist | NTR1 agonist cell count 20 µM | HEK293 NOD2/NF-kB | T cell modulator | T cell modulator vesicle-bound % | KOR beta-arrestin-2 | GPR55 beta-arrestin
CCCCOc1ccc(C(C)NC(=O)C2CCCN(S(=O)(=O)CC)C2)cc1 (stereo unspecified) | i | 1.2 | -4% | 7% | 15% | 0.9 | 40 | 6% | i | 19 | 4.1% | -0.1%
O=C(COC(=O)C1CCCN1C(=O)c1cccs1)Nc1ccc2c(c1)OCO2 (stereo unspecified) | i | 1.3 | 10% | -20% | -9% | 0.6 | 32 | 7% | i | 35 | 15% | -0.2%
O=C(CN1CCCc2ccccc21)Nc1ccccc1[N+](=O)[O-] | i | 0.4 | 13% | -20% | -10% | 1.3 | 57 | 1% | i | 19 | -5.9% | -0.5%
O=S(=O)(c1ccccc1)N1CCN(S(=O)(=O)N2CCCCC2)CC1 | i | 6.1 | 2% | -8% | -21% | -1.6 | 43 | 6% | i | 37 | 5.0% | 0.0%
CN(C)/C=C(\C=O)c1c(Cl)cccc1Cl | i | 0.3 | 1% | -22% | -40%[20 µM] | 0.6 | 79 | 9% | i | 60 | -5.1% | 6.7%
Cc1cc2nc(SCC(=O)Nc3nonc3C)c3c(c2cc1C)CCCC3 | i | 0.4 | 5% | -78% | -24% | 1.1 | 67 | 2% | i | 12 | 33% | 0.3%
Cc1cc(C)n(CCN(C)C(=O)CCc2nnc(CCC3CCCCC3)o2)n1 | i | 0.2 | 2% | -61% | 2%[20 µM] | 2.4 | 96 | -102% | i | 59 | x | -0.1%
COc1cc(NC(=O)c2cc3sccc3n2C)cc(OC)c1 | i | 5.0 | 5% | -56% | 34% | 4.3 | 67 | -78% | i | 51 | -1.3% | 0.0%
CC(=O)c1cccc(NC(=O)Cc2ccc3c(c2)CCCC3)c1 | i | 1.8 | 2% | 31% | -13% | 1.7 | 48 | 4% | i | 6 | -0.4% | -0.1%
Cc1[nH]c(=O)[nH]c(=O)c1S(=O)(=O)N1CCCC(C(=O)NCCc2ccc(Cl)cc2)C1 (stereo unspecified) | i | 0.7 | -11% | -5% | -11% | 0.9 | 67 | 16% | i | 24 | -0.1% | 0.2%
Cc1ccc(/C=N/NC(=O)c2cccc(NC(=O)c3ccccc3C)c2)o1 | + | 1.0* | 23% | -25% | -10% | -1.3 | 50 | 18% | i | 10 | -6.2% | 0.0%
O=C(CSc1nc2ccc([N+](=O)[O-])cc2[nH]1)NC1CCCC1 | i | 0.3 | -3% | -20% | 23% | 1.4 | 39 | 2% | i | 39 | -8.5% | -0.6%
CCCCOc1cc(C(=O)NCCN(CC)CC)c2ccccc2n1 | i | 3.8&6.8 | 5% | -31% | 10% | -0.9&1.3 | 59&57 | -8% | i | 16&18 | -3.0% | 0.4%
CC(=O)Nc1ccc(S(=O)(=O)N2CCCC2C(=O)Nc2ccc(F)cc2)cc1 (stereo unspecified) | i | 5.1 | 8% | -16% | -10% | -0.9 | 71 | 16% | i | 9 | -5.3% | -0.1%
O=C(CNCc1ccc(Cl)cc1)Nc1ccc(C(=O)N2CCCCC2)cc1 | i | 0.4 | 4% | -7% | -24% | 1.6 | 45 | 17% | i | 22 | -4.6% | -0.1%
O=C(NNS(=O)(=O)c1ccc([N+](=O)[O-])cc1)C(=O)Nc1cccc(C(=O)O)c1 | i | 1.4 | -3% | -14% | 16% | 0.3 | 64 | 9% | i | 10 | 0.2% | -0.2%
CC(C)OCC(O)CN1CCN(C(c2ccccc2)c2ccccc2)CC1 (stereo unspecified) | i | 0.0 | 12% | -17% | -20%[20 µM] | -1.8 | 97 | 2% | i | 51 | -3.8% | 0.5%
COc1ccc(S(=O)(=O)N(C)CC(=O)NCCN2CCOCC2)cc1 | i | 0.8 | 0% | -35% | -5% | -1.5 | 40 | 5% | i | 30 | -1.6% | 0.0%
Cc1nc(N2CCOCC2)c2oc3ccccc3c2n1 | i | 1.7 | -3% | -5% | 9% | 2.3 | 86 | -13% | i | 29 | 0.3% | -0.4%
CC(=O)Cc1nsc(NC(=O)c2cccc(F)c2)n1 | i | 0.3 | 8% | -67% | 6% | 1.2 | 68 | -13% | i | 42 | -4.5% | -0.5%
CC(=O)OC[C@H]1O[C@H](C/C=N/O[C@@H](C)c2cn([C@H](CO)Cc3ccccc3)nn2)C=C[C@@H]1OC(C)=O | x | x | -12% | -38% | -3% | -2.9 | 80 | 12% | i | 13 | 3.7% | 0.2%
COC(=O)c1ccccc1OCCCN(C)C | i | 0.9 | 9% | -4% | 24% | 1.4 | 54 | 10% | i | 46 | 0.5% | -0.3%
Cc1ccc(/C=N/NC(=O)Cn2ccc(C(F)(F)F)n2)o1 | i | 0.1 | 4% | -42% | -36% | 0.2 | 80 | 1% | i | 60 | 3.7% | -0.4%
Cc1ccccc1NC(=O)Cn1nc(C(F)(F)F)cc1C1CC1 | i | 3.7 | 5% | -3% | -14% | 1.0 | 96 | -14% | i | 8 | 2.2% | 0.0%
COC(=O)CSc1nnc(-c2cccnc2)o1 | i | 0.3 | 13% | 20% | 20% | -2.0 | 86 | -1% | i | 30 | 0.6% | 0.3%
The list goes on.
SMILES | Myeloid diff MLP | Myeloid diff MLP GFP+ MAC1+ % | GPR55 antagonists | NOD1 inhibition | KOR beta-arrestin-1 | NTR1 agonist | NTR1 agonist cell count 20 µM | HEK293 NOD2/NF-kB | T cell modulator | T cell modulator vesicle-bound % | KOR beta-arrestin-2 | GPR55 beta-arrestin
CCOc1cc2c(C#N)c(N3CCNCC3)nc(N)c2c(N)n1 | i | 0.7 | -9% | -6% | 0% | 0.3 | 73 | 1% | i | 20 | -3.6% | -0.1%
COc1n[nH]c(C(=O)NCc2ccccc2)c1[N+](=O)[O-] | i | 0.3 | -7% | -48% | -23% | 1.4 | 49 | 2% | i | 25 | -2.5% | -0.6%
O=C(CSc1nnnn1C1CCCCC1)Nc1ccccc1F | i | 0.7 | 10% | -19% | -24%[20 µM] | 0.8 | 41 | -8% | i | 10 | x | -0.1%
CCOc1ccc(Br)cc1/C(C)=N\NC1=NCCN1 | i | 0.9 | -2% | 9% | -5% | 3.9 | 61 | 15% | i | 45 | 1.3% | 0.2%
O=C(CCc1ccccc1)Nc1nnc(-c2ccccn2)o1 | i | 0.5 | -2% | -26% | 6% | 0.1 | 31 | 8% | i | 51 | -1.2% | -0.5%
c1cncc(-c2nc3ccccc3s2)c1 | i | 0.1 | 0% | -17% | 6% | -0.4 | 48 | 9% | i | 14 | 5.8% | -0.2%
COc1cccc(C(=O)N2CCN(Cc3ccc4c(c3)OCO4)CC2)c1OC | i | 0.9 | -13% | -17% | 0% | -2.1 | 53 | 1% | i | 50 | 7.3% | -0.1%
CCN1CCN(CC(=O)Nc2ccc(Cl)c(Cl)c2)C(=O)C1=O | i | 1.8 | 5% | 13% | 8% | -3.1 | 56 | 7% | i | 47 | -4.1% | -0.2%
CC(=O)N=C1SC2CS(=O)(=O)CC2N1c1cccc(Cl)c1Cl (stereo unspecified) | i | 0.8 | -5% | 0% | 16% | -0.5 | 50 | 4% | i | 40 | 4.1% | 0.2%
Cc1ccc(-n2c(Cn3nc(C(F)(F)F)cc3C)n[nH]c2=S)cc1 | i | 1.7 | 3% | -4% | -16% | -0.6 | 72 | 1% | i | 49 | -0.2% | 0.2%
COc1ccc(S(=O)(=O)NCc2ccccn2)c(Cl)c1Cl | i | 1.0 | 6% | -13% | -4% | -0.2 | 42 | -3% | i | 58 | -0.9% | 0.2%
CN1C(=O)S/C(=C/c2cccn2-c2cccc(C(=O)O)c2)C1=O | i | 0.4 | -18% | -10% | 0%[20 µM] | x | x | 11% | i | 12 | -5.9% | 0.2%
COc1ccccc1NS(=O)(=O)c1ccc(N/N=C(\C)C(C)C)c([N+](=O)[O-])c1 | i | 0.2 | 20% | 27% | 7% | 3.1 | 58 | 17% | i | 62 | -5.8% | 2.3%
Cc1ccc(N(CC(=O)NC2CCCC2)C(=O)CNC(=O)c2cccs2)cc1C | u | x | 4% | -23% | -13% | 0.5 | 55 | -10% | i | 12 | -0.2% | 0.1%
CNC(=O)CSc1nc2ccccc2c(=O)n1C1CCCCC1 | i | 0.3 | -6% | 6% | 4% | 5.9 | 65 | -16% | i | 10 | 2.2% | -0.1%
Cc1cccc(C)c1-n1c(C)nn(CC2CC2)c1=O | i | 0.5 | 11% | -33% | 5% | 4.3 | 63 | 16% | i | 43 | -4.1% | -0.3%
C/C(=N\Nc1ccc(C(F)(F)F)cc1[N+](=O)[O-])C(C)C | i | 0.6 | -2% | 8% | -31% | 3.2 | 69 | 15% | i | 49 | 1.2% | -0.2%
CCCc1n[nH]c2c1C(=O)CC(C)(C)C2 | i | 0.7 | 6% | 8% | -24% | 1.1 | 75 | 4% | i | 39 | 0.2% | -0.2%
O=C(Nc1cccc(S(=O)(=O)N2CCCCCC2)c1)c1ccc2ccccc2n1 | i | 2.2 | 8% | -20% | 4% | 4.6 | 76 | -40% | i | 52 | -6.7% | -0.1%

3 entries picked at random from the list so far, as already listed:
SMILES | Myeloid diff MLP | Myeloid diff MLP GFP+ MAC1+ % | GPR55 antagonists | NOD1 inhibition | KOR beta-arrestin-1 | NTR1 agonist | NTR1 agonist cell count 20 µM | HEK293 NOD2/NF-kB | T cell modulator | T cell modulator vesicle-bound % | KOR beta-arrestin-2 | GPR55 beta-arrestin
Cc1ccc(-n2c(Cn3nc(C(F)(F)F)cc3C)n[nH]c2=S)cc1 | i | 1.7 | 3% | -4% | -16% | -0.6 | 72 | 1% | i | 49 | -0.2% | 0.2%
O=C(CNCc1ccc(Cl)cc1)Nc1ccc(C(=O)N2CCCCC2)cc1 | i | 0.4 | 4% | -7% | -24% | 1.6 | 45 | 17% | i | 22 | -4.6% | -0.1%
COC(=O)CSc1nnc(-c2cccnc2)o1 | i | 0.3 | 13% | 20% | 20% | -2.0 | 86 | -1% | i | 30 | 0.6% | 0.3%

High-throughput results: PubChem, several laboratories
